mHTT CaM bind: disrupts binding of mutant huntingtin to calmodulin; P42858; 3.6% of 190,000 active; inhibition, % at 15 µM; AID 1671202; AlphaScreen His-mHTT/GST-CaM binding, luminescence;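 note: 0% = both proteins with DMSO and 100% = one protein alone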
Pf apPOL block: Pf-apPOL DNA polymerase inhibition | 0.25% of 210,000 active | inhibition, % at 10 µM | Recombinant Pf-apPOL, molecular beacon fluorescence, 1.5 h
Starred values were filed as active, the others as inactive; i = inactive; / = not tested or not shown; & = joins results of further samples. Cut-off read from the data, not from the text of the source: active = inhibition above about 50%; inactive = the rest.

SMILES	mHTT CaM bind	Pf apPOL block
Cc1noc(C)c1CN1CCCC(c2nc(-c3ccccc3)n[nH]2)C1 (centres undefined)	-8	-4
CCOC(=O)N1CCN(C(=O)C2CC(c3cc(OC)ccc3OC)=NO2)CC1 (centres undefined)	6	-2
CCCCCCN1C[C@@H](n2cc(COC(=O)c3ccccc3)nn2)[C@H](O)C[C@@H]1c1ccccc1	0	-1
Cc1noc2ncnc(N(C)C3CCCCC3)c12	-4	-1
Cc1cc(C(=O)Nc2nc3c(s2)CSc2ccccc2-3)on1	-5	8
COc1cccc(C2=NOC(C(=O)NC(C)(C)C)C2)c1 (centres undefined)	-13	-3
Cc1cc(O)c(C(c2ccc(Cl)cc2)c2c(O)cc(C)oc2=O)c(=O)o1	-1	-8
Cc1c(OS(C)(=O)=O)ccc2c1OC(=Cc1ccc3c(c1)OCO3)C2=O	-2	-5
Fc1ccc2[nH]c3nc4cc(Cl)c(Cl)cc4nc3c2c1	1	-2
CN1C(=O)C(O)(CC(=O)c2cc(O)ccc2O)c2ccccc21 (centres undefined)	6	-3
CCCCN1CC(N2CCN(CCN(C)C)CC2)CS1(=O)=O (centres undefined)	-2	-4
COC(CNS(=O)(=O)c1cc(C(=O)O)ccc1F)OC	0	-3
O=C(CC(NS(=O)(=O)c1ccc(Cl)cc1)c1ccco1)N1CCc2ccccc21 (centres undefined)	6	-4
CCOc1ccc(-c2cc(C)n3nc(C(=O)Nc4ccc(Br)cc4)cc3n2)cc1	-15	4
COc1ccc(NC(=O)CCS(=O)(=O)c2nc(-c3cccs3)cc(C(F)(F)F)n2)cc1	11	-3
COc1ccc(S(=O)(=O)Nc2ccccc2C)cc1OC	-3	-4
CC(=O)c1ccc(N=Cc2ccc(Br)c([N+](=O)[O-])c2)cc1	6	-4
O=C(NC1CCS(=O)(=O)C1)c1ccc(S(=O)(=O)NCC2CCCO2)cc1 (centres undefined)	-2	-11
CCCC(=O)NC(c1cccs1)c1cc(Cl)c2cccnc2c1O (centres undefined)	100*	-5
COC(=O)c1ccc(C=C2Oc3c(CN4CCOCC4)c(O)cc(C)c3C2=O)cc1	3&23	-5&4
COc1ccc(OC)c(/C=C2/SC(c3ccccc3)=NC2=O)c1	10	-3
COc1cc(C2NC(C(=O)O)CS2)cc([N+](=O)[O-])c1OC (centres undefined)	4	-2
O=C(NCc1ccc(F)cc1F)c1ccc(F)cc1	/	-14
O=C(Nc1ccc(NC(=O)c2ccco2)cc1)c1cnccn1	1&-1	-9&-2
O=C(Cc1ccccc1)c1cc2c(cc1Br)OCCO2	/	28
C=CCNc1nc(-c2c(C)nc3ccccn23)cs1	9	14
COc1ccc(S(=O)(=O)N2CCc3nc(NC(=O)c4ccccc4)sc3C2)cc1	9	-6
COc1ccccc1C=C1Oc2c(CN3CCCC3)c(O)cc(C)c2C1=O	6	4
O=[N+]([O-])c1cc(C(F)(F)F)ccc1-n1ccc(-c2cccs2)n1	/	-8
CC(NC(=O)c1cccc(F)c1)c1nc(-c2cccc(Cl)c2)no1 (centres undefined)	-6	-9
CCOCCCNC(=O)C1CCCN(c2nccc(C)n2)C1 (centres undefined)	-8	-7
Cc1ccc(C)n1CCNc1ccc(C(F)(F)F)cc1[N+](=O)[O-]	/	-4
O=S(=O)(Oc1ccccc1)c1ccc2c(c1)Cc1cc(S(=O)(=O)Oc3ccccc3)ccc1-2	/	4&-8
COc1ccc(OCCNC(=O)c2ccco2)cc1	/	-2
O=C(NCCCN1CCCCC1)C1CCCN(c2ccc(N3CCOCC3)nn2)C1 (centres undefined)	3	-8
COc1ccccc1N=C(N)SCc1ccccc1	/	-1
N#CC1(C#N)[C@@H]2c3ccccc3C=CN2[C@@H](C(=O)c2cccc(C(F)(F)F)c2)[C@@H]1c1ccccc1	35	/
NS(=O)(=O)c1ccc(N2N=C(c3ccccc3)CC2c2ccccc2)cc1 (centres undefined)	-50	-4
CCCc1noc(-c2cccnc2N2CCCN(C(=O)CC3CCCCC3)CC2)n1	-23	1
CCOC(=O)Nn1cnc2c(cnn2C(C)(C)C)c1=O	-15	-11
Cc1ccc(S(=O)(=O)N=C2NC(=O)/C(=C/c3ccc(I)o3)S2)cc1	27	2
CCc1onc(C)c1C1CCCN1Cc1ccccc1O (centres undefined)	-13	1
CC1CCCC(N2CCN(C(C)C)CC2)C1 (centres undefined)	-8	/
Cc1oc(C(=O)NNC(=O)Nc2cccc(C(F)(F)F)c2)nc1-c1ccccc1	/	-13&-13
COc1ccccc1C(=O)Nc1ccccc1NC(=O)c1ccccc1OC	-9	2
O=C(CN1C(=O)COc2ccccc21)NCc1ccccn1	11	-12
CNC(=O)c1cccc2cccc(Sc3ccccc3C(=O)O)c12	/	-11
COc1ccc(F)cc1S(=O)(=O)NCC1(c2cccs2)CC1	-15	-5
Cc1ccc(S(=O)(=O)N2CCCCC2)cc1C(=O)NC1CCCCC1	2	-9
Cc1onc(-c2ccccc2)c1C(=O)N1CCN(Cc2ccc3c(c2)OCO3)CC1	19	-1
Cc1ccc(C)c2sc(NC(=O)c3c(F)cccc3F)nc12	0	-2
Cc1cc(N2C(=O)c3ccc(C(=O)N4CC=C(c5ccccc5)CC4)cc3C2=O)no1	51*	-3
Cc1ccc(NC(=O)C(C)N(c2ccccc2)S(C)(=O)=O)cc1 (centres undefined)	-5	-6
O=C(Nc1ccccc1)N1CCCN(c2ccc(C(F)(F)F)cc2[N+](=O)[O-])CC1	/	-3&-1
C=CCNC(=O)n1cc([N+](=O)[O-])cn1	-2	/
C=CCOc1ccc(-c2nn(-c3ccccc3)cc2/C=c2\sc3ncnn3c2=O)cc1	12	1
COc1cc(OC)c(C2C(C#N)=C(N)Oc3n[nH]c(-c4cccc([N+](=O)[O-])c4)c32)cc1OC (centres undefined)	26	-2
CCOC(=O)Cn1nnc(N2CCCC2)n1	/	-2&-1
COCCn1cc2c3c(cccc31)CN(C(=O)Nc1cccc(C)c1)CC2	-12	-1
Cc1ccc(NC(=O)C2CC(=O)N(Cc3cccc(Br)c3)C2)cc1 (centres undefined)	14	-4
Going on with the list:
SMILES	mHTT CaM bind	Pf apPOL block
COc1cc(/C=C2\SC(N3CCCCCC3)=NC2=O)cc(OC)c1OC	12	-71
Cn1c(Br)nc2c1c(=O)n(Cc1ccccc1)c(=O)n2C	-3	7
O=C(Cn1nc(-c2ccc(Cl)cc2)c2ccccc2c1=O)Nc1ccc(F)cc1	10	5
Nc1ccc(C(=O)c2ccc3c(c2)OCCO3)cc1N	38	-8
COc1cc(C2C(C#N)=C(N)Oc3n[nH]c(-c4cccs4)c32)ccc1O (centres undefined)	24	-5
CN(C)[C@@H]1CCN(c2cccc3c2S(=O)(=O)N(C2CC2)CCCO3)C1	-3	-2
Cc1cc(C)c(NC(=O)Cn2c(C)nc3c(c2=O)CCN(Cc2ccccc2)C3)c(C)c1	19	-5
O=C(c1ccc(Cl)cc1)N1CCc2nc[nH]c2C1	-4	-1
S=c1[nH]nc(C2CCCCC2)n1/N=C\c1ccco1	i	/
O=C(NCCc1csc(C2CCN(C(=O)c3cccs3)CC2)n1)C1CC1	10	-4
CC1(C(=O)NC2CCCC2)CCC(=O)N1Cc1cccc(F)c1 (centres undefined)	3	-2
CCOC(=O)CN1CC23C=CC(O2)C(C(=O)Nc2ccc(C(C)C)cc2)C3C1=O (centres undefined)	4	-5
Cc1ccc(NC(=O)C(=O)NCCc2ccc(Cl)cc2)cc1C	-2	-2
Cc1cc(F)ccc1NC(=O)Cn1ccc2c(=O)[nH]ccc21	-6	8
Cc1cc2ncn(S(=O)(=O)c3ccc([N+](=O)[O-])cc3)c2cc1C	-4	-10
O=C(C1CC1)N1CCc2sc(S(=O)(=O)Nc3cccc(F)c3)cc2C1	3	-2
COc1ccc(NC(=O)N2CCC(c3cnn(-c4ccccc4)c3)CC2)cc1OC	32	-2
CCCC1CCC2(CC1)CC[C@H]2OC(=S)NCc1ccco1 (some centres undefined)	7	-2
N#Cc1c(F)ccc(NC(=O)Nc2ccc(Cl)cc2)c1F	/	-5
Cc1cccc(C)c1NC(=O)c1c(C)sc2c(=O)n(C(C)C)cnc12	5	-3
CCN(CC)c1ncc2c(n1)CCC(C(=O)Nc1ccc(OC)cc1C)C2 (centres undefined)	19	-3
Cc1nc(Nc2c(F)cccc2F)c2cc(C)sc2n1	0	-9
CC(C)NC(=O)N1CCCC1c1nc(-c2cccc(Cl)c2)no1 (centres undefined)	-3	-3
Cc1cc(OCC(=O)Nc2ccc([N+](=O)[O-])cc2)cc(C)c1Br	-8	-6

2 compounds picked at random from the list so far, as already listed:
SMILES	mHTT CaM bind	Pf apPOL block
CC(C)NC(=O)N1CCCC1c1nc(-c2cccc(Cl)c2)no1 (centres undefined)	-3	-3
Cc1nc(Nc2c(F)cccc2F)c2cc(C)sc2n1	0	-9

Further entries:
SMILES	mHTT CaM bind	Pf apPOL block
COc1ccc(NC(=O)Cc2cn(C)c3ccccc23)cc1Cl	28	-2
CCc1ccccc1N(CC(=O)Nc1ccc(F)cc1F)S(C)(=O)=O	-1	-8
COCCCn1c(SCC(=O)NN)nnc1-c1ccc(C(F)(F)F)cc1	/	-1
Cc1nc(C(=O)NC(C)C)c(C)n1C1CCN(S(C)(=O)=O)CC1	-7	-6
O=C1c2ccccc2-n2c1nc1ccccc1c2=O	/	-8
O=C(CCC1CCN(c2cc(NC3CC3)ncn2)CC1)N1CCN(c2ncccn2)CC1	3	2
CC(C)Oc1ccc(CNC(=O)C2CCN(c3nnc4ccc(Cl)cn34)CC2)cc1	1	0
COc1cccc(N2CCN(C(=O)CC(C)(C)C)C(C)C2=O)c1 (centres undefined)	0	-2
Clc1ccc(CN2COc3cc4c(cc3C2)OCO4)cc1	22	-6
CC(C)/C=C1\CCCCC1N(C)C(=O)NC(C)C (centres undefined)	-6	2
Clc1ccccc1CSc1nnnn1-c1ccccc1	-3	-3
CCOc1nccnc1NC1CCN(C(=O)c2ccccc2)CC1	3	-4
CCOC(=O)CSc1nc(-c2ccccc2)cn1-c1ccc(OC)cc1OC	/	-11
COc1ccccc1N/C=C(\C#N)c1nc(-c2cccc([N+](=O)[O-])c2)cs1	13	-1
Cn1c(=O)cc2c3c(c(Br)ccc31)C(=O)c1ccccc1-2	2	-2
COc1ccccc1NC(Nc1ccccc1OC)=C(/C=C(\Cl)[N+](=O)[O-])[N+](=O)[O-]	73*	7
Cc1nc2c(C(=O)N(C)Cc3ccccc3)c[nH]n2c(=O)c1Cc1ccc(Cl)cc1	14	-8
Cc1ccccc1N=C1C(=O)N(CN2CCOCC2)c2ccccc21	7	-3
O=C1OC(/C=C/c2cccc([N+](=O)[O-])c2)=NC/1=C\c1ccc(Cl)cc1	-2	-4
CC1(C)CC(=O)C=C(NCCCCCCCCNC2=CC(=O)CC(C)(C)C2)C1	/	-7
O=c1cc(-c2ccccc2Cl)oc2c([N+](=O)[O-])c(O)cc(O)c12	31	6
COC(=O)C(C)Oc1ccc2c(c1)OC(=Cc1cc(OC)c(OC)cc1OC)C2=O (centres undefined)	-9	-7
Cc1nccn1-c1cc(N2CCC(C(=O)Nc3ccc(OC(F)(F)F)cc3)CC2)ncn1	12	-5
O=C(Nc1ccc(OC(F)(F)F)cc1)Nc1cc(C(F)(F)F)ccc1N1CCOCC1	/	-9&7

24 compounds already listed, arranged by formula weight, largest number first.
SMILES	mHTT CaM bind	Pf apPOL block
O=C(Nc1ccc(OC(F)(F)F)cc1)Nc1cc(C(F)(F)F)ccc1N1CCOCC1	/	-9&7
Cc1nccn1-c1cc(N2CCC(C(=O)Nc3ccc(OC(F)(F)F)cc3)CC2)ncn1	12	-5
O=C(CCC1CCN(c2cc(NC3CC3)ncn2)CC1)N1CCN(c2ncccn2)CC1	3	2
CC(C)Oc1ccc(CNC(=O)C2CCN(c3nnc4ccc(Cl)cn34)CC2)cc1	1	0
Cc1nc2c(C(=O)N(C)Cc3ccccc3)c[nH]n2c(=O)c1Cc1ccc(Cl)cc1	14	-8
COC(=O)C(C)Oc1ccc2c(c1)OC(=Cc1cc(OC)c(OC)cc1OC)C2=O (centres undefined)	-9	-7
CCOC(=O)CSc1nc(-c2ccccc2)cn1-c1ccc(OC)cc1OC	/	-11
COCCCn1c(SCC(=O)NN)nnc1-c1ccc(C(F)(F)F)cc1	/	-1
Cc1cc(OCC(=O)Nc2ccc([N+](=O)[O-])cc2)cc(C)c1Br	-8	-6
COc1ccccc1N/C=C(\C#N)c1nc(-c2cccc([N+](=O)[O-])c2)cs1	13	-1
CCc1ccccc1N(CC(=O)Nc1ccc(F)cc1F)S(C)(=O)=O	-1	-8
O=C1OC(/C=C/c2cccc([N+](=O)[O-])c2)=NC/1=C\c1ccc(Cl)cc1	-2	-4
Cc1nc(C(=O)NC(C)C)c(C)n1C1CCN(S(C)(=O)=O)CC1	-7	-6
Cn1c(=O)cc2c3c(c(Br)ccc31)C(=O)c1ccccc1-2	2	-2
CC(C)NC(=O)N1CCCC1c1nc(-c2cccc(Cl)c2)no1 (centres undefined)	-3	-3
O=c1cc(-c2ccccc2Cl)oc2c([N+](=O)[O-])c(O)cc(O)c12	31	6
COc1ccc(NC(=O)Cc2cn(C)c3ccccc23)cc1Cl	28	-2
CCOc1nccnc1NC1CCN(C(=O)c2ccccc2)CC1	3	-4
COc1cccc(N2CCN(C(=O)CC(C)(C)C)C(C)C2=O)c1 (centres undefined)	0	-2
Clc1ccc(CN2COc3cc4c(cc3C2)OCO4)cc1	22	-6
Clc1ccccc1CSc1nnnn1-c1ccccc1	-3	-3
Cc1nc(Nc2c(F)cccc2F)c2cc(C)sc2n1	0	-9
CC(C)/C=C1\CCCCC1N(C)C(=O)NC(C)C (centres undefined)	-6	2
O=C1c2ccccc2-n2c1nc1ccccc1c2=O	/	-8

(cont.)
SMILES	mHTT CaM bind	Pf apPOL block
CCc1cccc(OCCOCCN2CCCC2)c1	0	0
O=C(c1ccc2c(c1)OCO2)N1CCC(c2nnc(C3CC3)o2)CC1	-18	-4
COc1ccc(CNC(=O)C(=O)NC2CCCCCC2)cc1	-1	-1
COc1ccc(NS(=O)(=O)c2cccc(S(=O)(=O)c3ccccc3)c2)cc1	-5	-2
COc1ccccc1C1CCN(CCCOc2ccc(Cl)cc2)CC1	/	-8
CCSc1nnc(-c2nn(C)c3c2CN(C(=O)CCc2ccccc2)CC3)n1C	-36	-6
COc1ccc(C(=O)Nc2ccccc2)cc1S(=O)(=O)Nc1cccc([N+](=O)[O-])c1	27	0
O=C1CCc2cc(NC(=O)c3ccno3)ccc2N1	-13	-2

Compound activity deposited in PubChem by University of Kansas High Throughput Screening Laboratory.
